NR2E3 ag: human photoreceptor-specific nuclear receptor agonism; Q9Y5X4; CHO-S Gal4-NCOR/VP16-NR2E3 two-hybrid, luciferase; inhibition of corepressor binding, % at 3.98 µM; actives 0.35% (n = 360,000);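 active = inhibition above the mean of all tested compounds plus 3 SD, cut at about 70% in these data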;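 also: 0% = DMSO with NR2E3 transfected cells and 100% = cells lacking NR2E3 construct; higher means lower luciferase signal from less NR2E3 corepressor binding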
Target sequence (Q9Y5X4 whole entry, looked up, the tested form may be a part): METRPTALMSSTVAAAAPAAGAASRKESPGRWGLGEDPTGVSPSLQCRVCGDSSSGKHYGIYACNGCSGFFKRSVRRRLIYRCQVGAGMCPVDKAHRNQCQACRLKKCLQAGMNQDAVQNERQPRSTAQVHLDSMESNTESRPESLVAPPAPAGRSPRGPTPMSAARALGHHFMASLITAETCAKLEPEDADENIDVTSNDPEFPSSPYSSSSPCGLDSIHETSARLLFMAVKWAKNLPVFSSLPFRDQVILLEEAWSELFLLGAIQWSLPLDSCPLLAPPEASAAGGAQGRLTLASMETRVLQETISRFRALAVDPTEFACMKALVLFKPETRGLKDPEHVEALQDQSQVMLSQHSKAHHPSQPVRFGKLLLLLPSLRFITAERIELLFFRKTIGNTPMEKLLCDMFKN
C8 TRAIL sens: caspase-8 TRAIL sensitization. inhibition (viability loss, TRAIL sensitization), % at 10 µM. NB7+C8 cells + TRAIL, ATPlite viability luminescence. actives 1% (n = 360,000). AID 624354;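 active = compounds causing at least 50% loss of cell viability in the single-dose screen, relative to plate controls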
hiPSC survival: increases survival of single human iPS cells | survival enhancement, % at 20 µM | actives 0.044% (n = 360,000) | hiPSC single-cell survival, ATPlite luminescence; 100% = ROCK inhibitor wells, 0% = DMSO; in the data active = survival enhancement above about 18%;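 also: cells exposed to compounds for 16 hours before the ATP read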
HIF-2a inh: HIF-2a inhibition | 786-0 RCC cells HIF-2a reporter, luciferase luminescence, overnight | inhibition, % at 18.8 µM | actives 0.72% (n = 360,000) | AID 624352;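 active = inhibition of the luminescence signal of 40% or more relative to plate controls, in a single-dose primary screen at 18.75 µM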
Starred values were filed as active, the others as inactive. An excerpt, so the mix of outcomes need not match the whole.

Screening COc1ccc(NC(=O)C2c3ccccc3OCC(=O)N2Cc2ccc3c(c2)OCO3)cc1 (configuration not stated) returned NR2E3 ag 4.7, C8 TRAIL sens -15.3, hiPSC survival -1.1 and HIF-2a inh 11.2.
`CC(C)C[C@H]1CN(CCCC[C@H]2CNC(=O)C(=O)N2CC2CCCCC2)C(=O)C(=O)N1CCC1CCCCC1` gave NR2E3 ag -17.6, C8 TRAIL sens 20.9, hiPSC survival 0.9 and HIF-2a inh 10.6.
For CC(C)NC(=O)CN1CCN(C(c2ccnc3ccccc23)c2nnnn2-c2ccc3c(c2)OCCO3)CC1 (configuration not stated) the results were NR2E3 ag -20.5, C8 TRAIL sens 7.3, hiPSC survival 0.9 and HIF-2a inh 4.0.
Screening CCCCn1nnnc1C1(C)CCC(=O)N1CCc1ccccc1F (configuration not stated) returned NR2E3 ag -9.2, C8 TRAIL sens -2.2, hiPSC survival 0.7 and HIF-2a inh -3.5.
O=c1[nH][nH]c2c1C(C1CCCCC1)OC(C1CCCCC1)C2 (configuration not stated) was read as NR2E3 ag 6.3, C8 TRAIL sens 8.5, hiPSC survival 0.8 and HIF-2a inh 13.3.
`CC(C)(C)OC(=O)N1CCN(C(c2ccnc3ccccc23)c2nnnn2-c2ccc3c(c2)OCCO3)CC1` (configuration not stated) gave NR2E3 ag -10.8, C8 TRAIL sens 21.7, hiPSC survival -0.8 and HIF-2a inh -52.6.
For CCOC(=O)[C@]12CCCC=C1N(Cc1ccc(Cl)cc1Cl)C(=O)[C@H](CC(=O)NCc1cccc(C(F)(F)F)c1)C2 the results were NR2E3 ag 5.1, C8 TRAIL sens 6.6, hiPSC survival -0.8 and HIF-2a inh -10.5.
For CCCCCCCCN1C(=O)[C@H](CC(=O)N2CCN(C(=O)C3CC3)CC2)C[C@@]2(C(=O)OC)CCCCC=C12 the results were NR2E3 ag -5.5, C8 TRAIL sens 16.9, hiPSC survival 0.3 and HIF-2a inh 21.2.
CCCCN1C(=O)C(CC(=O)NCCCCc2ccccc2)CC(C(=O)N2CCCCCC2)=C1C (configuration not stated) was read as NR2E3 ag 24.6, C8 TRAIL sens 5.9, hiPSC survival -2.0 and HIF-2a inh 2.5.
CCCCn1nnnc1C1(C)CCC(=O)N1Cc1ccc(F)cc1 (configuration not stated) was read as NR2E3 ag 1.9, C8 TRAIL sens -1.0, hiPSC survival 0.6 and HIF-2a inh -1.1.
For CC(C)(C)C1CCC(=O)N2CCC[C@]2(c2ccccc2)C1 (some centres not stated) the results were NR2E3 ag 5.1, C8 TRAIL sens 5.6, hiPSC survival 0.2 and HIF-2a inh 10.2.
For CCOC(=O)N1CCN(C(c2ccnc3ccccc23)c2nnnn2-c2ccc3c(c2)OCCO3)CC1 (configuration not stated) the results were NR2E3 ag -33.1, C8 TRAIL sens 14.1, hiPSC survival 0.0 and HIF-2a inh -4.8.
`COc1ccc(CN2C(=O)c3ccccc3C2c2nnnn2-c2c(C)cccc2C)cc1OC` (configuration not stated) gave NR2E3 ag 16.5, C8 TRAIL sens 10.3, hiPSC survival -0.3 and HIF-2a inh 5.1.
Screening CCOc1ccc(CCN2C(=S)N([C@@H](Cc3ccccc3)CN3CCC[C@@H]3CN3C(=S)NC[C@@H]3CC(C)C)C[C@@H]2Cc2ccccc2)cc1 returned NR2E3 ag 30.4, C8 TRAIL sens -11.3, hiPSC survival -1.2 and HIF-2a inh -28.2.
For CN1CCN(C(=O)C2=NOC3(C2)C(=O)Nc2ccccc23)CC1 (configuration not stated) the results were NR2E3 ag 2.9, C8 TRAIL sens 52.1*, hiPSC survival 0.8 and HIF-2a inh -4.9.
For CC(C)C[C@H]1CN([C@@H](CC(C)C)CN2CCC[C@H]2CN2C(=O)C(=O)NC[C@@H]2Cc2ccccc2)C(=O)C(=O)N1CCc1ccccc1 the results were NR2E3 ag -8.6, C8 TRAIL sens -9.3, hiPSC survival -0.2 and HIF-2a inh 7.9.
For CC(C)(C)C(=O)c1c(N)[nH]c(C(=O)c2ccccc2)c1-c1ccc(C(F)(F)F)cc1 the results were NR2E3 ag -9.7, C8 TRAIL sens -18.7, hiPSC survival 0.1 and HIF-2a inh 5.4.
Screening CCCC[C@@H]1CC2=C(C(=O)OC(C)(C)O2)[C@@H](c2ccc(Cl)cc2)O1 returned NR2E3 ag -0.4, C8 TRAIL sens 12.1, hiPSC survival -0.4 and HIF-2a inh -4.3.
Screening Cc1ccccc1CN1C(=O)c2ccccc2C1c1nnnn1-c1ccc2c(c1)OCCO2 (configuration not stated) returned NR2E3 ag -27.5, C8 TRAIL sens 21.2, hiPSC survival 0.0 and HIF-2a inh 2.2.
Screening CCN(C)C1CN(Cc2cn(CCCC(=O)OC)nn2)S(=O)(=O)C1 (configuration not stated) returned NR2E3 ag -22.7, C8 TRAIL sens 12.9, hiPSC survival -0.3 and HIF-2a inh 12.8.

Random excerpt: 5 entries already listed.
CCCCn1nnnc1C1(C)CCC(=O)N1Cc1ccc(F)cc1 (configuration not stated) was read as NR2E3 ag 1.9, C8 TRAIL sens -1.0, hiPSC survival 0.6 and HIF-2a inh -1.1.
CCCCN1C(=O)C(CC(=O)NCCCCc2ccccc2)CC(C(=O)N2CCCCCC2)=C1C (configuration not stated) was read as NR2E3 ag 24.6, C8 TRAIL sens 5.9, hiPSC survival -2.0 and HIF-2a inh 2.5.
Screening CCOc1ccc(CCN2C(=S)N([C@@H](Cc3ccccc3)CN3CCC[C@@H]3CN3C(=S)NC[C@@H]3CC(C)C)C[C@@H]2Cc2ccccc2)cc1 returned NR2E3 ag 30.4, C8 TRAIL sens -11.3, hiPSC survival -1.2 and HIF-2a inh -28.2.
For CCCCCCCCN1C(=O)[C@H](CC(=O)N2CCN(C(=O)C3CC3)CC2)C[C@@]2(C(=O)OC)CCCCC=C12 the results were NR2E3 ag -5.5, C8 TRAIL sens 16.9, hiPSC survival 0.3 and HIF-2a inh 21.2.
For CC(C)NC(=O)CN1CCN(C(c2ccnc3ccccc23)c2nnnn2-c2ccc3c(c2)OCCO3)CC1 (configuration not stated) the results were NR2E3 ag -20.5, C8 TRAIL sens 7.3, hiPSC survival 0.9 and HIF-2a inh 4.0.

The list continues:
`Cc1cccc(C)c1-n1nnnc1C(c1ccnc2ccccc12)N1CCN(CC(=O)NC(C)C)CC1` (configuration not stated) gave NR2E3 ag -34.5, C8 TRAIL sens -11.1, hiPSC survival 0.2 and HIF-2a inh 13.1.
For O=C1NC[C@@H](CCCCN2CCN(CC3CCCCC3)C(=O)C2=O)N(CCC2CCCCC2)C1=O the results were NR2E3 ag -19.6, C8 TRAIL sens 1.0, hiPSC survival 0.3 and HIF-2a inh 0.7.
`CC(C)C[C@@H](COCc1ccc(Cl)cc1)N1CCN(C(=O)c2ccc(Cl)cc2Cl)CCC1=O` gave NR2E3 ag -6.8, C8 TRAIL sens 3.5, hiPSC survival 0.1 and HIF-2a inh -9.3.
For COC(=O)c1ccc2nc(-c3ccc(C#N)cc3)c(Cc3cccc(Cl)c3)n2c1 the results were NR2E3 ag -50.6, C8 TRAIL sens 33.2, hiPSC survival 0.2 and HIF-2a inh 9.6.
C=CCC[C@H](CCCCC)OC(=O)/C=C/[C@H](O)[C@@H](O)C[C@H](O)CC=C was read as NR2E3 ag 6.7, C8 TRAIL sens 18.9, hiPSC survival -0.4 and HIF-2a inh 4.1.
Screening O=C(NCCN1CCC(n2c(=O)[nH]c3ccccc32)CC1)c1cccs1 returned NR2E3 ag -31.6, C8 TRAIL sens 24.3, hiPSC survival -0.2 and HIF-2a inh 11.6.
Screening Fc1ccc(-c2nc3c(Cl)cc(C(F)(F)F)cn3c2Cc2cccc(Cl)c2)cc1 returned NR2E3 ag 7.7, C8 TRAIL sens 28.1, hiPSC survival 0.0 and HIF-2a inh 2.3.
For Cc1cc(C)n2c(Nc3c(C)cccc3C)c(CCc3ccccc3)nc2n1 the results were NR2E3 ag 12.6, C8 TRAIL sens -10.3, hiPSC survival 2.2 and HIF-2a inh -7.3.
Screening COCCN1C(=O)c2ccccc2C1c1nnnn1Cc1ccccc1 (configuration not stated) returned NR2E3 ag -20.9, C8 TRAIL sens -17.9, hiPSC survival -0.3 and HIF-2a inh 5.9.
`COc1cccc(-c2nc(-c3cccc(C)c3)nc3cc(Cl)ccc23)c1` gave NR2E3 ag 4.0, C8 TRAIL sens 13.7, hiPSC survival -0.4 and HIF-2a inh -16.1.
Screening COc1ccccc1CCn1cnc(Cc2cccc(F)c2)c1C(C)C returned NR2E3 ag -21.8, C8 TRAIL sens 24.1, hiPSC survival -0.5 and HIF-2a inh -2.3.
For CCCCn1nnnc1C(c1ccccc1)N1CCN(C(=O)c2ccco2)CC1 (configuration not stated) the results were NR2E3 ag -13.0, C8 TRAIL sens 3.1, hiPSC survival -0.3 and HIF-2a inh 9.1.
O=[N+]([O-])c1cnccc1-n1nnc2ccccc21 was read as NR2E3 ag 13.8, C8 TRAIL sens -8.5, hiPSC survival -4.2 and HIF-2a inh 18.7.
Screening O=C1NC[C@@H](CCCCN2C[C@H](Cc3ccc(O)cc3)N(CCc3ccc(O)cc3)C(=O)C2=O)N(CC2CCCCC2)C1=O returned NR2E3 ag 15.8, C8 TRAIL sens 8.7, hiPSC survival 0.8 and HIF-2a inh 4.0.
COc1ccc(CN2C(=O)COc3ccccc3C2c2nc3ccccc3[nH]2)cc1 (configuration not stated) was read as NR2E3 ag -3.5, C8 TRAIL sens -11.0, hiPSC survival -0.7 and HIF-2a inh 1.9.
Screening CCOC(=O)[C@]12CCCC=C1N(Cc1ccc(Cl)cc1Cl)C(=O)[C@H](CC(=O)N1CCC(c3ccccc3)CC1)C2 returned NR2E3 ag 0.1, C8 TRAIL sens 9.8, hiPSC survival 0.0 and HIF-2a inh -0.7.
Screening Cc1nccn1-c1ccc(NC(=O)[C@H]2O[C@@H](n3ccc(=O)[nH]c3=O)[C@H](O)[C@@H]2O)cc1 returned NR2E3 ag -4.4, C8 TRAIL sens 14.2, hiPSC survival 1.6 and HIF-2a inh 11.6.
Nc1[nH]c(C(=O)c2ccc(Br)cc2)c(-c2ccc(Br)cc2)c1C(=O)NCCc1c[nH]c2ccccc12 was read as NR2E3 ag -18.4, C8 TRAIL sens -2.1, hiPSC survival 1.0 and HIF-2a inh 15.8.
Screening CCCCNc1c(-c2cccnc2)nc2nc(C)cc(C)n12 returned NR2E3 ag -17.2, C8 TRAIL sens -13.0, hiPSC survival -0.2 and HIF-2a inh 13.6.
`C[C@@H]1O[C@H](C2CCCC2)CC2=C1C(=O)OC(C)(C)O2` gave NR2E3 ag -6.2, C8 TRAIL sens -10.1, hiPSC survival -0.5 and HIF-2a inh 5.7.
O=C(NCCN1CCC(n2c(=O)[nH]c3ccccc32)CC1)c1cccc2c1-c1ccccc1C2=O was read as NR2E3 ag -12.1, C8 TRAIL sens -2.5, hiPSC survival 0.1 and HIF-2a inh 4.7.
For COc1ccc(Cn2cc(CN(C)C3CN(Cc4cn(Cc5ccc(OC)cc5)nn4)S(=O)(=O)C3)nn2)cc1 (configuration not stated) the results were NR2E3 ag -1.7, C8 TRAIL sens 11.2, hiPSC survival -0.1 and HIF-2a inh 6.2.
CCOC(=O)[C@]12CCCC=C1N(Cc1ccc3c(c1)OCO3)C(=O)[C@H](CC(=O)NCCCN1CCCC1=O)C2 was read as NR2E3 ag -0.7, C8 TRAIL sens 0.0, hiPSC survival 0.0 and HIF-2a inh 11.4.
O=S1(=O)N[C@H](Cc2ccccc2)COc2cc(N3CCN(Cc4ccccc4F)CC3)ccc21 was read as NR2E3 ag -10.4, C8 TRAIL sens 1.2, hiPSC survival -0.8 and HIF-2a inh 22.2.
`COc1ccc(CN2C(=O)C(CC(=O)NCCN3CCOCC3)CC(C(=O)N3CCCCCC3)=C2C)cc1` (configuration not stated) gave NR2E3 ag -13.5, C8 TRAIL sens -2.9, hiPSC survival -2.4 and HIF-2a inh 3.5.
Screening CC(C)C[C@H]1CNC(=O)C(=O)N1C[C@@H]1CCCN1C[C@H](Cc1ccccc1)N1C[C@H](CC(C)C)N(CCc2ccccc2)C(=O)C1=O returned NR2E3 ag 5.1, C8 TRAIL sens -2.7, hiPSC survival 0.1 and HIF-2a inh 3.9.
CCCCCCCCN1C(=O)[C@H](CC(=O)NCc2cccc(C(F)(F)F)c2)C[C@@]2(C(=O)OC)CCCCC=C12 was read as NR2E3 ag -1.6, C8 TRAIL sens 13.0, hiPSC survival 0.4 and HIF-2a inh 15.7.
`CCOC(=O)N1CCN(C(=O)C[C@@H]2C[C@@]3(C(=O)OCC)CCC=C3N(Cc3ccc4c(c3)OCO4)C2=O)CC1` gave NR2E3 ag -11.2, C8 TRAIL sens -15.9, hiPSC survival 1.4 and HIF-2a inh -0.9.
COC(=O)[C@]12CCCCC=C1N(Cc1ccco1)C(=O)[C@H](CC(=O)N1CCN(C(=O)c3ccco3)CC1)C2 was read as NR2E3 ag -2.8, C8 TRAIL sens -4.5, hiPSC survival 0.2 and HIF-2a inh 3.0.
Oc1ccc(C[C@@H](CN2CCCC2CN2C(=S)NC[C@@H]2Cc2ccccc2)N2C[C@H](Cc3ccccc3)N(CC3CCCCCC3)C2=S)cc1 (some centres not stated) was read as NR2E3 ag -26.4, C8 TRAIL sens -1.2, hiPSC survival -1.1 and HIF-2a inh 9.6.
Screening CN(CCO)c1cccc2c1S(=O)(=O)N[C@@H](Cc1ccccc1)CO2 returned NR2E3 ag -23.7, C8 TRAIL sens 4.4, hiPSC survival -0.3 and HIF-2a inh -3.6.
Screening C[C@@H]1COc2cc(N3CCC[C@H]3CO)ccc2S(=O)(=O)N1 returned NR2E3 ag 8.9, C8 TRAIL sens -9.4, hiPSC survival -0.2 and HIF-2a inh 12.4.
